Bioassay records as filed in PubChem BioAssay.
TRHR enhancer – allosterically enhances the human TRH receptor; P34981; TRHR cells, fluo-8 calcium fluorescence, EC20 TRH enhancement; enhancement, % at 2 µM; 360,000 tested, 0.66% active; in the data active means enhancement above about 30%; further: 0% is about no effect
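Enhancer read-out: after compound pinning and an initial kinetic agonist-mode read, an EC20 of TRH (10 nM final) was injected and fluo-8 calcium signal (Ex 480/Em 530) followed at 1 s/cycle for 100 cycles in TRHR-expressing cells.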
D2 antagonist – D2 dopamine receptor (human) antagonism; P14416; inhibition, % at 10 µM; HEK293 TREx D2 cells, calcium flux, dopamine EC80; 340,000 tested, 2% active; in the data active means inhibition above about 30%; further: 0% is about no effect
Target sequence (P14416 whole entry, looked up): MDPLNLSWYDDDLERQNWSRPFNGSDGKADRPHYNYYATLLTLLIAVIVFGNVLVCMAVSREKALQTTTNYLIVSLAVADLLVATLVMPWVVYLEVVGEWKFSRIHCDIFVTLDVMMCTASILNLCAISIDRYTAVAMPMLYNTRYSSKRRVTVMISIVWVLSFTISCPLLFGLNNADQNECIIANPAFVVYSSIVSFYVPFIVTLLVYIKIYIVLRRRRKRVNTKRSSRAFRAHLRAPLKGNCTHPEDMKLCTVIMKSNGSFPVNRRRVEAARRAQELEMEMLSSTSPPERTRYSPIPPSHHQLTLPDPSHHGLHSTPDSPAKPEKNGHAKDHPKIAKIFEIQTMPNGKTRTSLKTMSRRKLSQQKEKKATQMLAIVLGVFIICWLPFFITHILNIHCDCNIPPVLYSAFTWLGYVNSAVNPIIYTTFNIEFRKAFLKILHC
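Cells plated overnight at 30 C with tetracycline; no-wash calcium dye, 30–90 min RT; 10 s baseline; compound pinned; 180 s read; EC80 dopamine added; another 180 s read.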
D1 PAM – enhances dopamine response at the human D1 receptor; 360,000 tested, 0.036% active; HEK293 TREx D1 cells, calcium flux, dopamine EC20 potentiation; potentiation, % at 10 µM; P21728; AID 504651; in the data active means potentiation above about 30%; further: 0% is about no effect
Target sequence (P21728 whole entry, looked up): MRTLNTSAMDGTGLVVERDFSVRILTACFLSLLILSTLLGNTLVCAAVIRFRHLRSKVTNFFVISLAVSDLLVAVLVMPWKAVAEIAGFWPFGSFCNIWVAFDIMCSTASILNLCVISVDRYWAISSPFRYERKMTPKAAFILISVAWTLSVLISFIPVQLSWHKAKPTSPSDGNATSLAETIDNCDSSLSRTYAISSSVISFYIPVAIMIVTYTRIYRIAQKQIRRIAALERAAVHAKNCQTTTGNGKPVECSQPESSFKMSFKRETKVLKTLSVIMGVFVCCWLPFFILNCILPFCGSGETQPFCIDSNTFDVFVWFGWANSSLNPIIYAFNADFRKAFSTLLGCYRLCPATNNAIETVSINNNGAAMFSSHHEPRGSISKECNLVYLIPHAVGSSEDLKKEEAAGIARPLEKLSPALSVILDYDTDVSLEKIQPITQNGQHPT
D2 PAM – positive allosteric modulators of human D2 dopamine receptor; HEK293 T-REx D2, calcium flux, EC20 dopamine potentiation; AID 485347; potentiation, % at 10 µM; P14416; 340,000 tested, 0.34% active;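 active means potentiation over 3 SD above the plate norm, cut at about 30% in these data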; further: 0% is about no effect
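Tetracycline-induced HEK293 T-REx cells force-coupled to calcium signalling expressed D2; compounds were pin-added after a 10 s baseline, read kinetically 180 s, then an EC20 dopamine challenge followed with a further 180 s calcium read.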
D1 agonist – activates the human D1 dopamine receptor; P21728; HEK293 T-REx D1 cells, calcium flux, agonist mode; activation, % at 2 µM; 360,000 tested, 1% active; AID 504660; in the data active means activation above about 30%; further: 0% is about no effect
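Tetracycline-induced HEK293 TREx D1 cells, force-coupled to calcium signalling, were dye-loaded with a no-wash calcium kit. Compound was pin-added after a 10 s baseline. Fluorescence was read kinetically at 1 cycle/s for 180 s, with calcium rises flagged as agonism.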
D1 antag – blocks dopamine activation of the human D1 receptor. 360,000 tested, 3.2% active. HEK293 TREx D1 cells, calcium flux, dopamine EC80; hits give low values. AID 504652. P21728. activity change, negative = inhibition, % at 10 µM; in the data active means activity change below about -30%; further: on the % scale 0 is the no-effect control and ±100 the full control effect
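Inducible Hek293 Trex D1 cells (tetracycline, overnight, 30 C). Calcium dye 30–90 min RT. Antagonist mode: EC80 dopamine added after 180 s compound read.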
RXFP1 antagonist – RXFP1 (human) relaxin receptor antagonism. activity change, negative = inhibition, % at 57.5 µM. HEK293-RXFP1, relaxin-stimulated cAMP HTRF, 30 min; hits give low values. 350,000 tested, 0.59% active;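 active means activity change of -60% or lower, but not beyond a set lower limit; inconclusive means change between -60% and -40%, or beyond the set limit; inactive means change above -40%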; further: on the % scale 0 is the no-effect control and ±100 the full control effect
RXFP1 agonist – RXFP1 (human) receptor agonism; 370,000 tested, 0.3% active; HEK293T-RXFP1 cAMP TR-FRET, 30 min; response scale: percent of porcine relaxin response, buffer zero; Q9HBX9; Potency, µM (top dose mostly 57.5 µM), for inactives: at the top dose activation, most hits filed as activators; active means well fitted activation curve with a large enough effect; inconclusive means small, poorly fitted or top-dose-only effect; further: potency means the concentration at half of the fitted maximal effect; on the % scale 0 is the no-effect control and ±100 the full control effect; nearly all actives have a fitted effect of over 60% in size; many of its hits are not listed in these tables
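cAMP rise read by TR-FRET after 30 min, 37C compound exposure (up to 58 uM) in RXFP1-transfected HEK293 cells with Ro 20174 present. EC50 from Hill-equation fits, with 29 nM porcine relaxin as 100% and buffer as basal.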
D2 agonist – D2 dopamine receptor (human) agonism; P14416; HEK293 T-REx D2 cells, calcium flux agonist mode; activation, % at 2 µM; 340,000 tested, 0.53% active; AID 485358;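 active means activation over 3 SD above normal in the single-dose calcium agonist read, cut at about 30% in these data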; further: 0% is about no effect
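Calcium-flux readout, 1 cycle/sec over 180 s following compound pin transfer, in inducible HEK293 Trex D2 cells (force-coupled); dopamine controls included. Positive calcium responses during this window marked compounds as potential agonists.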
Starred values were filed as active, the others as inactive; ? = inconclusive; nt = no result given. Some of the compounds tested, so the mix of outcomes need not match the whole.

1	COc1ccc(CCN2CC34C=CC(O3)C(C(=O)NCc3ccccc3Cl)C4C2=O)cc1OC (stereo not drawn)
2	COC(=O)c1cc(S(=O)(=O)Nc2c(C)cccc2C)cn1C
3	O=C(CCS(=O)(=O)c1ccccc1Cl)NCc1ccc(F)cc1
4	COc1ccc(OC)c(NC(=O)CSc2nc3n[nH]c(C)c3c(=N)n2-c2cccc(Cl)c2C)c1
5	COc1ccc2oc(C(=O)OCC(=O)N(Cc3ccccc3)C(C)(C)C)c(C)c2c1
6	O=C(CSc1nnc(SCc2ccc(Cl)cc2)s1)N/N=C/c1ccc(Cl)cc1Cl

screen / no.	1	2	3	4	5	6
TRHR enhancer	-4	-1	-7	1	-1	-3
D2 antagonist	nt	-3	3	-7	13	-6
D1 PAM	-5	-1	-5	4	10	1
D2 PAM	nt	10	15	18	14	nt
D1 agonist	2	4	2	7	7	1
D1 antag	-5	5	-14	3	-1	7
RXFP1 antagonist	5	nt	-4	6	2	-5
RXFP1 agonist	0.1%	-2.0%	2.8%	1.1%	2.6%	-2.9%
D2 agonist	nt	-0.7	-0.8	0.0	0.9	0.8

Some of the entries above, set out differently:
item	compound	TRHR enhancer	D2 antagonist	D1 PAM	D2 PAM	D1 agonist	D1 antag	RXFP1 antagonist	RXFP1 agonist	D2 agonist
4	COc1ccc(OC)c(NC(=O)CSc2nc3n[nH]c(C)c3c(=N)n2-c2cccc(Cl)c2C)c1	1	-7	4	18	7	3	6	1.1%	0.0
5	COc1ccc2oc(C(=O)OCC(=O)N(Cc3ccccc3)C(C)(C)C)c(C)c2c1	-1	13	10	14	7	-1	2	2.6%	0.9
6	O=C(CSc1nnc(SCc2ccc(Cl)cc2)s1)N/N=C/c1ccc(Cl)cc1Cl	-3	-6	1	nt	1	7	-5	-2.9%	0.8

(cont.)
7	O=C(Nc1nnc(-c2ccccc2)s1)c1ccccc1F
8	CC(Sc1nc(-c2ccccc2)nc2c1COC(C)(C)C2)C(=O)N1CCOCC1 (stereo not drawn)
9	Cc1ccc(-c2[nH]c(-c3ccc(C(=O)O)cc3)nc2-c2ccccc2)cc1
10	COc1ncc(-c2ccc3c(c2)S(=O)(=O)c2cccc(C(=O)NCc4ccco4)c2C3=O)cn1
11	COc1cc(C(=S)N2CCCC2)cc(Cl)c1O
12	COc1ccc(S(=O)(=O)N2CCN(C(=O)c3cc(-c4ccccc4OC)n[nH]3)CC2)cc1

screen / no.	7	8	9	10	11	12
TRHR enhancer	0	10	-14	-2	8	2
D2 antagonist	11	14	6	-3	-7	-5
D1 PAM	2	3	-1	-5	-5	-12
D2 PAM	-1	21	1	-6	nt	-2
D1 agonist	3	1	2	-3	0	8
D1 antag	16	-11	-17	nt	1	-12
RXFP1 antagonist	-5	-1	-5	nt	2	nt
RXFP1 agonist	6.3%	1.5%	6.9%	1.7%	0.0%	0.7%
D2 agonist	1.2	-0.7	0.2	-0.3	-0.8	0.2

13	CCN1C(=O)[C@@H]2[C@@H](c3ccc(-c4cccc(Cl)c4)c(OC)c3)N3CCCC[C@@]3(C(=O)OC)[C@@H]2C1=O
14	CC(=O)c1cccc(NC(=O)c2sc3nc4c(cc3c2N)CCCC4)c1
15	CC(=O)c1cc(C#N)c(N2CCCC2)nc1C
16	CCOC(=O)CCc1c(C)nc2cc(-c3ccc(F)cc3)[nH]n2c1=O
17	O=C(CSc1nc2ccc(Cl)cc2[nH]1)c1c[nH]c2ccccc12
18	O=C(CSc1cccc[n+]1[O-])c1cc(Cl)ccc1Cl

screen / no.	13	14	15	16	17	18
TRHR enhancer	-4	1	-3	-6	4	20
D2 antagonist	4	nt	11	3	7	-7
D1 PAM	-11	-6	3	-1	-8	-7
D2 PAM	7	16	-7	-6	8	0
D1 agonist	1	0	7	1	2	3
D1 antag	-6	-23	-36*	-7	-8	-5
RXFP1 antagonist	nt	-3	6	-10	?	-11
RXFP1 agonist	-0.3%	5.8%	3.1%	1.0%	-1.7%	4.2%
D2 agonist	0.9	-0.2	0.1	0.2	0.2	5.8

19	O=C(c1cncc(Br)c1)N1CCN(c2ccc(N3CCOCC3)nn2)CC1
20	CC1CCC2(CC1)NC(=O)N(Cc1cc(=O)n3ccsc3n1)C2=O (stereo not drawn)
21	CCOc1cc([N+](=O)[O-])cc(/C=C2/NC(=O)N(Cc3ccccc3F)C2=O)c1O
22	COc1cc2ncnc(NCc3ccco3)c2cc1OC
23	O=C(Cc1cccs1)N(c1ccc(Br)cc1)C1C=CS(=O)(=O)C1 (stereo not drawn)
24	Cc1ccc(Nc2nc(-c3sc(NC(=O)c4ccco4)nc3C)cs2)cc1

screen / no.	19	20	21	22	23	24
TRHR enhancer	4	3	-3	75*	26	-2
D2 antagonist	18	19	22	0	28	11
D1 PAM	nt	3	7	-12	-6	7
D2 PAM	-2	-4	1	3	4	-10
D1 agonist	1	0	0	2	3	5
D1 antag	-6	14	4	-4	20	-2
RXFP1 antagonist	nt	-16	-3	6	14	nt
RXFP1 agonist	0.1%	?	-4.8%	2.7%	-1.8%	1.4%
D2 agonist	-0.3	0.2	0.1	-1.6	2.1	1.4

25	Cc1oc(-c2ccccc2)nc1C(=O)OCC(=O)NC(=O)NCC(C)C
26	Cc1ccc(C(=O)Cc2cc3ccccc3oc2=O)c(C)c1
27	Cc1ccc(C(C(=O)NC2CCCCC2)N(Cc2cccnc2)C(=O)C2COc3ccccc3O2)o1 (stereo not drawn)
28	COC(=O)C1=C(N)c2c(F)cccc2C1(C#N)c1ccc(F)cc1 (stereo not drawn)
29	COc1ccccc1NC(=O)C1=C(C)Nc2nc3ccccc3n2C1c1cccc(OC)c1OC (stereo not drawn)
30	O=c1oc2ccccc2c2c1C(O)CO2 (stereo not drawn)

screen / no.	25	26	27	28	29	30
TRHR enhancer	49*	7	-12	-14	-1	6
D2 antagonist	11	3	-38	15	nt	-1
D1 PAM	-4	6	3	-4	2	-1
D2 PAM	7	4	-1	-16	6	12
D1 agonist	0	6	3	8	0	4
D1 antag	-14	-16	5	-13	14	-13
RXFP1 antagonist	-7	11	-2	-5	nt	-7
RXFP1 agonist	1.2%	13%	3.3%	0.8%	3.8%	7.8%
D2 agonist	0.2	-0.8	0.4	1.3	nt	1.2

31	Cn1c2ccsc2c2ncn(Cc3ccc(F)cc3)c(=O)c21
32	COC(=O)c1ccc(CSc2nnc(NC(=O)C3CC(=O)N(Cc4ccc(C)cc4)C3)s2)cc1 (stereo not drawn)
33	COc1ccccc1OCC(=O)N(Cc1nc(-c2ccccc2)no1)C1CCCCC1
34	CCOC(=O)c1cc2cc(F)ccc2nc1C
35	CCOC(=O)N1CCC2(CC1)CC(=O)c1c(ccc3oc(C(=O)O)c(C)c13)O2
36	COc1cc(-c2nn3c(COc4ccccc4)nnc3s2)cc(OC)c1OC

screen / no.	31	32	33	34	35	36
TRHR enhancer	36*	1	2	2	-4	5
D2 antagonist	nt	1	4	-6	-10	-7
D1 PAM	-2	-4	2	-7	-1	-3
D2 PAM	nt	-5	1	nt	-1	6
D1 agonist	3	3	10	5	3	1
D1 antag	2	-14	-12	-23	0	3
RXFP1 antagonist	nt	-6	0	1	-11	-17
RXFP1 agonist	5.2%	2.8%	1.9%	0.1%	1.1%	22%
D2 agonist	nt	0.4	1.1	1.3	1.1	-0.6

37	Cc1nc2nc(SCC(=O)NCCc3ccc(Cl)cc3)nn2c(C)c1Cc1ccccc1
38	CCC(C)(C)NC(=O)C(c1cccc(OC)c1OC)N(C(=O)CCC(=O)Nc1cc(C)on1)c1ccc2c(c1)OCCO2 (stereo not drawn)
39	Nc1ccccc1SC1CC(=O)N(Cc2ccccc2)C1=O (stereo not drawn)
40	O=C(OC(C(=O)NC1CCCC1)c1ccccn1)c1cccs1 (stereo not drawn)
41	CCOC(=O)C1(Cc2ccccc2C(F)(F)F)CCN(CC2CC2)CC1
42	COc1ccc(NC(=O)CSc2nnc(C)n2Cc2ccccc2)cc1

screen / no.	37	38	39	40	41	42
TRHR enhancer	-5	11	-1	5	-3	7
D2 antagonist	nt	-9	7	8	-17	-7
D1 PAM	1	0	-7	-6	-3	4
D2 PAM	-2	21	3	9	-20	14
D1 agonist	4	5	0	2	8	12
D1 antag	-10	-5	19	10	6	-14
RXFP1 antagonist	-16	-12	-26	7	-9	10
RXFP1 agonist	-0.6%	0.9%	3.2%	2.1%	0.7%	0.0%
D2 agonist	0.5	-0.4	0.0	-0.1	-0.2	0.1

43	Cc1ccc(CNC(=O)Cn2cc3c(n2)-c2c(oc(C(=O)N4CCOCC4)c2C)CC3)cc1
44	CCN1CCc2c(OCC(=O)Nc3ccc4c(c3)OCCO4)cccc2C1=O
45	O=C(NCCCn1ccnc1)C(=O)NCc1ccccc1
46	CCCCC(=O)N/N=C/c1ccc(Sc2cccc3cccnc23)o1
47	Cc1cc(SCC(=O)NCC(c2cccs2)N2CCOCC2)c(C)cc1Br (stereo not drawn)
48	CN(C)S(=O)(=O)c1ccc(Cl)c(NC(=O)COC(=O)/C=C/c2cnc3ccccc3n2)c1
49	CCOC(=O)c1[nH]c2ccc(C)cc2c1N=C(C)N(C)C
50	COc1ccccc1N1C(=NC(=O)C2CCCCC2)SC2CS(=O)(=O)CC21 (stereo not drawn)

screen / no.	43	44	45	46	47	48	49	50
TRHR enhancer	2	-4	1	-8	-3	-3	-20	-2
D2 antagonist	nt	-28	-3	10	-21	14	nt	-6
D1 PAM	-4	-3	10	-3	-3	-8	-2	-5
D2 PAM	-4	3	-5	3	-11	-14	-6	-2
D1 agonist	0	1	2	1	5	0	25	1
D1 antag	-1	3	2	-9	8	-19	-14	23
RXFP1 antagonist	11	nt	-6	-13	-21	1	9	2
RXFP1 agonist	6.6%	1.2%	0.9%	-0.4%	1.7%	8.7%	-0.6%	-0.4%
D2 agonist	-0.2	-1.0	0.4	1.5	0.5	-0.6	nt	0.4
